High-throughput results from PubChem BioAssay.
NIH3T3 tox = kills NIH 3T3 cells. NIH 3T3 viability, CellTiter-Glo ATP luminescence, 48-72 h. Potency, µM (top dose mostly 96.7 µM), without a hit: at the highest dose activity change, negative = cytotoxicity, usual class: inhibitors. actives 4.3% (n = 94,000). AID 1345082; also: potency is read from the fitted curve at half-maximal effect; nearly all actives have a fitted effect of over 55% in size
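NIH 3T3 cells at 400 cells/well received 23 nL of compound by pintool and were incubated 48 or 72 h at 37 °C. Viability was read as ATP-coupled CellTiter-Glo luminescence.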
IP6K1 inhibitor = inhibitors of human IP6K1 | activity change, % (series mostly up to about 58 µM) | AID 1645851 | IP6K1 kinase, ADP-Glo luminescence, 2 h; active compounds read low | Q92551 | actives 0.81% (n = 140,000); in the data active = activity change below about -25%
Target sequence (Q92551 whole entry, looked up): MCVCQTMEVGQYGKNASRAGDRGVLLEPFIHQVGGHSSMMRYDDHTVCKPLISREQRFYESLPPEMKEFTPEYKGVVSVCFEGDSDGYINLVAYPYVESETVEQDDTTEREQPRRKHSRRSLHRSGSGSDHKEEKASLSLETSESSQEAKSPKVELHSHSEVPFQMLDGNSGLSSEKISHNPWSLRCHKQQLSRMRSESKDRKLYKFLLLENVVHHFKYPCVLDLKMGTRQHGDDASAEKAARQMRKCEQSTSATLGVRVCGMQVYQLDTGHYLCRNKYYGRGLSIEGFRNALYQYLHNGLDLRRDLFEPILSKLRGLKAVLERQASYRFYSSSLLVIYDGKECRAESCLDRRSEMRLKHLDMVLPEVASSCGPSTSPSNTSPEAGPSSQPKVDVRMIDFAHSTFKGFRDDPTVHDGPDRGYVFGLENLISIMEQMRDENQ
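ADP-Glo luminescence measures ADP made by human IP6K1 during a 2 h RT reaction with ATP/IP6 (mix at 1.3 mM/130 uM); top library doses 57.5 and 19.1 uM final.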
SNCA expr inhib = SNCA gene expression inhibition | Potency, µM (highest dose often 57.2 µM), without a hit: top-dose activity change, negative = inhibition, most hits filed as inhibitors | HEK-293 SNCA-luciferase knock-in, luminescence, 24 h | actives 0.17% (n = 140,000) | AID 1671194;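 also: potency is read from the fitted curve at half-maximal effect; plate controls were DMSO cells for no effect and cell-free wells for full effect; nearly all actives have a fitted effect of over 45% in size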
SNCA viab count = counter-screen for SNCA expression inhibitors: cell viability | actives 0.12% (n = 150,000) | AID 1671193 | Potency, µM (doses to about 57.1 µM), for inactives: top-dose activity change, negative = cytotoxicity, hits mostly cytotoxic | HEK-293-SNCA-luc viability, GF-AFC fluorescence, 24 h;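 also: potency is read from the fitted curve at half-maximal effect; 0% = DMSO-treated cells and -100% = medium-only wells without cells; nearly all actives have a fitted effect of over 30% in size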
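HEK-293-SNCA-luc cells (1500/well) plated 24 h, then exposed 24 h to a dilution series; GF-AFC added 30 min at 37C, fluorescence 405/540 nm; normalised to medium-only and DMSO wells, Hill fit.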
Luciferase inh = Photinus pyralis luciferase inhibition; P08659; purified P. pyralis luciferase, luminescence, biochemical; Potency, µM (doses to about 115 µM), without a hit: top-dose activity change, negative = inhibition, usual class: inhibitors; actives 2.5% (n = 76,000); AID 1347043; also: potency is read from the fitted curve at half-maximal effect; nearly all actives have a fitted effect of over 65% in size
Target sequence (P08659 whole entry, looked up): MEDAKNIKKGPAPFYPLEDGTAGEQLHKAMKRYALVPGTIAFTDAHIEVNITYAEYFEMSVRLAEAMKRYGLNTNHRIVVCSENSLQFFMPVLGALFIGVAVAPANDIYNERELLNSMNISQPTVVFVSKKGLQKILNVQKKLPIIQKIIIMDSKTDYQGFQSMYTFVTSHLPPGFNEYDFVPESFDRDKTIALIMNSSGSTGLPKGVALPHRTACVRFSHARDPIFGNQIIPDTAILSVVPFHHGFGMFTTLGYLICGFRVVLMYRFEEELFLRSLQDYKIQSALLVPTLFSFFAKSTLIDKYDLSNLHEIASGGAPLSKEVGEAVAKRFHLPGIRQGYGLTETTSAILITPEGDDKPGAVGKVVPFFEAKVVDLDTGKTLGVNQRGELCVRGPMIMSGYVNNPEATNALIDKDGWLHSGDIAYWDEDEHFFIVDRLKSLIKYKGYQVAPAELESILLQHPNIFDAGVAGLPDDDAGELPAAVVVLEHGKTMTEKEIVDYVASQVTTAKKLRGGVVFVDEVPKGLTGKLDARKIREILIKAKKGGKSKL
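Luminescence read by CCD imaging after purified firefly luciferase (10nM final) was added to substrate buffer holding 10uM D-luciferin and 10uM ATP, pH 7.5, pre-dosed with compound.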
HEK cytotox = cytotoxic compounds in HEK 293 cells; Potency, µM (highest dose often 115 µM), inactives show top-dose activity change, negative = cytotoxicity, actives largely listed as inhibitors; actives 6.6% (n = 94,000); AID 1345083; HEK 293 viability, ATP luminescence (CellTiter-Glo), 48-72 h; also: potency is read from the fitted curve at half-maximal effect; nearly all actives have a fitted effect of over 60% in size
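250 HEK 293 cells/well; compound by pintool; incubated 48 or 72 hr at 37 degree Celsius; CellTiter-Glo added, 10 min RT, luminescence imaged.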
GPT2 inh = GPT2 alanine aminotransferase inhibition; Q8TD30; Recombinant GPT2, coupled pyruvate oxidase/HRP Amplex Red fluorescence; Potency, µM (top dose mostly 57.7 µM), for inactives: top-dose activity change, negative = inhibition, hits mostly inhibitors; actives 0.25% (n = 100,000); AID 1671188; also: potency is read from the fitted curve at half-maximal effect; nearly all actives have a fitted effect of over 60% in size; many of its hits are not listed in these tables
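Fluorescence read-out: pyruvate from GPT2 turnover coupled to pyruvate oxidase, HRP and Amplex Red (0.2mM ThPP, 0.2U/mL PO and HRP, 50uM Amplex final). Substrates 250uM a-KG, 2mM L-alanine; enzyme 10ng/uL; 30 min RT.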
Numbers without * were called inactive; i = inactive; ? = inconclusive; . = no result given; [ ] = remark or other dose. Unless noted, calls follow the shape of the dose curve; as a rule, active = well fitted curve in the direction sought with a large enough effect; inconclusive = small, poorly fitted or top-dose-only effect, or another doubt; inactive = no such curve, though single readings can be large; an effect the other way counts as inactive or inconclusive. Unless noted, % is scaled to controls: 0 for no effect and ±100 for the full control effect. An excerpt, so the mix of outcomes need not match the whole.

SMILES	NIH3T3 tox	IP6K1 inhibitor	SNCA expr inhib	SNCA viab count	Luciferase inh	HEK cytotox	GPT2 inh
c1cncc(-c2nnc([C@H]3CCN(C4CCOCC4)C3)o2)c1	-6%[174 µM]	-4	0%[87.6 µM]	3%[87.6 µM]	-11%[172 µM]	-4%[172 µM]	5%[88.5 µM]
Clc1cccc(Nc2cc3c(cn2)CN(Cc2cccnc2)CCN3)c1	?	34	27%[87.6 µM]	-25%[87.6 µM]	1.3µM*	32µM*	?
CC1=C(C(=O)Nc2cc(Cl)ccc2Cl)C(c2ccco2)C2=C(CCCC2=O)N1 (centres undefined)	.	-4	.	-18%	.	.	i
COCCN1C(=O)c2cccn2CC1CNC(=O)COc1ccccc1 (centres undefined)	-13%	-6	9%	9%	0%	1%	?
CCOC(=O)c1cc(NC(=O)c2ccccc2)c(=O)n2c1oc1ccc(Cl)cc12	.	13	2%	-2%	.	.	.
Cc1cccc(OC(=O)c2cc(-c3ccc(Cl)cc3)on2)c1C	.	20	3%	5%	.	.	.
COc1cc(F)ccc1-c1nccc2c(=O)cc(N3CCOCC3)oc12	45µM*	-16	31%[activator][87.6 µM]	-6%[87.6 µM]	-1%[172 µM]	-6%[172 µM]	0%[88.5 µM]
COc1cccc(S(=O)(=O)N2CCC3(CC2)C(OC)CN3c2cccc(F)c2)c1 (centres undefined)	-12%	2	-25%	2%	-3%	-13%	-5%
CNC(=O)c1cc(C2CC2)nc2onc(C3CCN(C(=O)NC4CCCC4)C3)c12 (centres undefined)	?	-3	.	.	.	-24%	.
Cc1ccncc1C(=O)N1CCOc2c(O)cc(-c3ccccc3C)cc2C1	-24%	-4	2%	-4%	90%	?	-16%
O=C(c1ccccn1)C1CCCN(C(=O)c2cnc(-c3cccnc3)nc2)C1 (centres undefined)	i	-17	1%	8%	-2%	i	i
N#Cc1ccccc1NC(=O)C(=O)NCC(c1cccnc1)N1CCc2ccccc2C1 (centres undefined)	.	-6	11%	-4%	.	.	.
COc1cc2c(cc1OC)C(C[C@H]1CN(S(=O)(=O)c3ccc(Cl)cc3)CC[C@H]1CC(=O)O)=NCC2	-24%	13	-20%	21%	-7%	-12%	?
COCC(=O)NC1CCC12CCN(S(=O)(=O)c1ccc3c(c1)CCC3)CC2 (centres undefined)	-17%	3	-27%	10%	.	i	-14%
O=C(c1ccccc1-c1ccccc1)N1CCC(c2ncc[nH]2)CC1	-22%	2	6%	3%	-1%	?	-5%
CN(CC1CCOC1)C(=O)c1cccc(Br)c1 (centres undefined)	5%	6	-19%	1%	6%	12%	0%
O=C(c1ccccc1F)N1CCC(Cc2nc(-c3ccccc3)n[nH]2)CC1	-23%	0	-11%	3%	.	?	?
Cn1cccc1CN1CCC(N2CCNC2=O)CC1	i	-4	-4%[87.6 µM]	4%[87.6 µM]	.	i	3%[88.5 µM]
CC(=O)c1ccc(NC(=O)c2cc(-c3ccc(C)s3)nc3ccccc23)cc1	.	-20	-11%	8%	.	.	.
COc1cccc(CNC(=O)c2cnc(N3CCCCC3)c3ccccc23)c1	.	24	-10%	6%	.	.	.
COc1cc(-c2nc(C3CC(=O)N(c4ccc(C)cc4)C3)no2)cc(OC)c1OC (centres undefined)	-14%	-4	?	9%	-2%	-1%	i
COc1ccc(CNC(=O)Cn2ccc3cc(S(=O)(=O)N4CCCCC4)ccc32)c(OC)c1	.	-3	-12%	-10%	.	.	.
Cc1nn(-c2ccc(C(C)C)cc2)c(C)c1[C@@H]1C=C[C@@H](NC(=S)NCC(C)C)C1	22µM*	6	0%[87.6 µM]	?	7.1µM*	25µM*	-7%[88.5 µM]
COc1cccc(-c2ccc3c(N)c(C(=O)c4ccc(Cl)cc4)sc3n2)c1	.	23	-23%	?	.	.	.
O=C(COc1ccccc1)NCc1nnc2ccc(-c3ccc(Cl)cc3)nn12	?	-2	9%	9%	0%	?	i
Cc1noc([C@@H]2C[C@H](NC(=O)c3ccc(-c4ccccc4)cc3)CN2C)n1	?	-11	-8%[87.6 µM]	-4%[87.6 µM]	-1%[172 µM]	?	i
O=C(NC1CCCN(c2ccc3nnc(-c4ccccc4)n3n2)C1)c1ccc(F)cc1 (centres undefined)	-26%	15	.	.	.	i	.
CC(C)N1C(=O)CO[C@H]2CN(C(=O)c3cccnc3)C[C@H]21	3%[174 µM]	4	-1%[87.6 µM]	-5%[87.6 µM]	-2%[230 µM]	2%[230 µM]	4%[88.5 µM]
COc1cccc(NC(=O)c2c(C)oc3nc(C)nc(N4CCCC4)c23)c1	.	-13	69%[activator]	-1%	.	.	.
Nc1ncc(C(=O)N[C@@H]2CC[C@@H](N)C2)c(-c2ccccc2)n1	i	12	3%	4%	10%	-6%	5%
COC(=O)CN1C(=O)C(O)(CC(=O)c2ccc(F)cc2)c2ccccc21 (centres undefined)	.	-10	-8%	6%	.	.	.
O=C(Nc1c2c(nn1-c1ccc(Cl)cc1)CS(=O)(=O)C2)c1cccc(Cl)c1	.	24	-17%	-7%	.	.	.
COCC(=O)N1CCc2oc(C)c(C(=O)N(C)C)c2C1	-7%	-6	-11%	7%	-2%	-12%	i
COc1cccc(-c2cccc(C(=O)N3CCN(C(=O)NC4CCCC4)CC3)c2)c1	?	-7	22%	-5%[12.5 µM]	.	?	-1%
COc1ccc(-c2ccc(C(=O)NCc3cccnc3)cc2)nn1	8.9µM*	8	.	.	.	-18%[172 µM]	.
COCc1nc(CCNC(=O)C2CCN(S(=O)(=O)N3CCC(C)CC3)CC2)no1	-5%	4	3%	0%[12.5 µM]	-13%	1%	i

Results in SNCA expr inhib and IP6K1 inhibitor, for some of the entries so far:
mol,SNCA expr inhib,IP6K1 inhibitor
COC(=O)CN1C(=O)C(O)(CC(=O)c2ccc(F)cc2)c2ccccc21 (centres undefined),-8%,-10
O=C(COc1ccccc1)NCc1nnc2ccc(-c3ccc(Cl)cc3)nn12,9%,-2

(next part)
SMILES	NIH3T3 tox	IP6K1 inhibitor	SNCA expr inhib	SNCA viab count	Luciferase inh	HEK cytotox	GPT2 inh
COc1ccc(CCc2nc(NC(=O)Cn3nc4c(cc3=O)CCCCC4)n[nH]2)cc1	-24%	8	-19%	-11%	-10%	?	?
COc1ccc(-c2nc(S(=O)(=O)c3ccc(Cl)cc3)c(NCc3ccccc3)o2)cc1	.	36	13%	2%	.	.	.
O=C(CC1CCCC1)N1CCN(Cc2ccc(=O)n(CC3CC3)c2)CC1	?	1	-4%	-5%	-23%	?	4%
Fc1ccc(-c2nn(-c3ccc(Cl)cc3)c3c2cnc2ccc(F)cc23)cc1	.	5	17%	-3%	.	.	.
CCOc1ccc(CC(=O)NCCc2sc(-c3cccc(F)c3)nc2C)cc1	.	35	?	-11%	.	.	.
CCOc1cccc(CN2CCC(Oc3ccc(-c4noc(C5CC5)n4)cc3)C2)c1 (centres undefined)	?	-1	-29%	-14%	3%	?	i
CN(C)c1cccc(C(=O)NC2CCN(c3cnn(C)c(=O)c3)CC2)c1	-6%	16	218%[activator]	4%	25µM*	i	i
CCc1ccc(-n2nc(C)c3c(C)cc(=O)n(CC(=O)Nc4cc(C)ccc4C)c32)cc1	.	0	?	-3%	.	.	.
CNC(=O)c1cc[nH]c1C1CCCN(C(=O)CCc2cc(OC)no2)C1 (centres undefined)	3%	26	18%	-1%[12.5 µM]	2%	-11%	i
CN1C[C@H](O)C[C@H]1c1nnc2n1CCN(C(=O)CC1CCCC1)CC2	0%	-15	10%	-1%	4%	2%	i
O=C(NCCc1ccncc1)C1CN(C(=O)c2c(F)cccc2F)CC12CCOCC2 (centres undefined)	1%	3	-18%	7%	3%	-21%	4%
O=C(c1cnccn1)N1CCC(N2C(=O)C(OCC3CC3)C23CCOCC3)CC1 (centres undefined)	1%	-2	1%	2%	-5%	2%	-7%

A draw from above in order of formula weight, high to low:
SMILES	NIH3T3 tox	IP6K1 inhibitor	SNCA expr inhib	SNCA viab count	Luciferase inh	HEK cytotox	GPT2 inh
COc1ccc(-c2nc(S(=O)(=O)c3ccc(Cl)cc3)c(NCc3ccccc3)o2)cc1	.	36	13%	2%	.	.	.
COCc1nc(CCNC(=O)C2CCN(S(=O)(=O)N3CCC(C)CC3)CC2)no1	-5%	4	3%	0%[12.5 µM]	-13%	1%	i
CCc1ccc(-n2nc(C)c3c(C)cc(=O)n(CC(=O)Nc4cc(C)ccc4C)c32)cc1	.	0	?	-3%	.	.	.
COc1ccc(CCc2nc(NC(=O)Cn3nc4c(cc3=O)CCCCC4)n[nH]2)cc1	-24%	8	-19%	-11%	-10%	?	?
CCOc1cccc(CN2CCC(Oc3ccc(-c4noc(C5CC5)n4)cc3)C2)c1 (centres undefined)	?	-1	-29%	-14%	3%	?	i
O=C(c1cnccn1)N1CCC(N2C(=O)C(OCC3CC3)C23CCOCC3)CC1 (centres undefined)	1%	-2	1%	2%	-5%	2%	-7%
CCOc1ccc(CC(=O)NCCc2sc(-c3cccc(F)c3)nc2C)cc1	.	35	?	-11%	.	.	.
Fc1ccc(-c2nn(-c3ccc(Cl)cc3)c3c2cnc2ccc(F)cc23)cc1	.	5	17%	-3%	.	.	.
O=C(CC1CCCC1)N1CCN(Cc2ccc(=O)n(CC3CC3)c2)CC1	?	1	-4%	-5%	-23%	?	4%
CN(C)c1cccc(C(=O)NC2CCN(c3cnn(C)c(=O)c3)CC2)c1	-6%	16	218%[activator]	4%	25µM*	i	i
CN1C[C@H](O)C[C@H]1c1nnc2n1CCN(C(=O)CC1CCCC1)CC2	0%	-15	10%	-1%	4%	2%	i
COc1ccc(-c2ccc(C(=O)NCc3cccnc3)cc2)nn1	8.9µM*	8	.	.	.	-18%[172 µM]	.
COCC(=O)N1CCc2oc(C)c(C(=O)N(C)C)c2C1	-7%	-6	-11%	7%	-2%	-12%	i

The listing continues:
SMILES	NIH3T3 tox	IP6K1 inhibitor	SNCA expr inhib	SNCA viab count	Luciferase inh	HEK cytotox	GPT2 inh
O=C(CC1CCCCC1)NC1CCN(c2cn[nH]c(=O)c2)CC1	-6%	14	18%	-13%	-5%	i	-1%
CN1CCC(Oc2ccc(NC(=O)CCCc3ccccc3)cn2)CC1	?	11	170%[activator]	8%	-20%	?	-7%
CC(=O)Nc1ccc(CN2CCCC3(C2)NC(=O)c2ccccc2O3)cc1 (centres undefined)	-11%	19	28%	3%	-5%	i	i
CCN(CC)C1CCOC2(CCN(C(=O)CCn3nc(C)cc3C)CC2)C1 (centres undefined)	-11%	-12	4%	7%	-1%	1%	i
CC1CCN(C(=O)c2ccc3c(c2)N(Cc2ccccc2F)C(=O)c2ccccc2S3(=O)=O)CC1	.	11	-24%	-9%	.	.	.
CC(CNC(=O)c1ccc2nc(CCc3ccccc3)oc2c1)c1ccccc1 (centres undefined)	.	11	-9%	-2%	.	.	.
CCOCCOC1CCN(C(=O)c2sccc2C)CC1	4%	0	-21%	2%[12.5 µM]	-4%	6%	i
